BioA inh: BioA (M. tuberculosis) enzyme inhibition. purified M. tuberculosis BioA enzyme, plate reader. inhibition, % at 9.99 µM. 360,000 compounds, 0.096% hits; in the data active means inhibition above about 40%
The depositor's hits bear a star. Only part of the results is shown; the hit share may differ from the screen's.

C[C@H](CO)N1C[C@H](C)[C@H](CN(C)Cc2ccncc2)OCCCC[C@H](C)Oc2ccc(NS(=O)(=O)c3cn(C)cn3)cc2C1=O
  BioA inh = -2.8
O=C(NCC1CCCCC1)[C@H]1[C@H](CO)[C@H]2Cn3c(ccc(-c4ccccc4)c3=O)[C@@H]1N2
  BioA inh = 0.0
CN1C(=O)c2cc(NC(=O)Cc3cccs3)ccc2OC[C@H]2O[C@@H](CC(=O)NCCCN3CCOCC3)CC[C@@H]21
  BioA inh = -1.1
C[C@H](CO)N1C[C@H](C)[C@@H](CN(C)S(=O)(=O)c2cccs2)OCCCC[C@H](C)Oc2ccc(NC(=O)Nc3ccc4c(c3)OCO4)cc2C1=O
  BioA inh = -1.1
COCC(=O)N(C)C[C@H]1Oc2ncc(/C=C/c3ccccc3)cc2C(=O)N([C@H](C)CO)C[C@H]1C
  BioA inh = 0.7
C[C@H](CO)N1C[C@H](C)[C@@H](CN(C)S(C)(=O)=O)Oc2ccc(NC(=O)Nc3ccc(F)cc3)cc2C1=O
  BioA inh = -1.4
CN1CCN(C(=O)C[C@@H]2C=C[C@H](NC(=O)c3ccc4c(c3)OCO4)[C@@H](CO)O2)CC1
  BioA inh = -4.2
O=C(C[C@@H]1CC[C@@H]2[C@H](COC[C@H](O)CN2Cc2ccc(F)cc2)O1)NCc1ccccc1Cl
  BioA inh = 1.4
O=C(O)C[C@@H]1C[C@@H]2c3cc(NC(=O)Nc4ccc(F)cc4)ccc3O[C@@H]2[C@H](CO)O1
  BioA inh = -2.3
CCC(=O)N1[C@@H]2c3ccc(/C=C/c4ccccc4)c(=O)n3C[C@@H]2[C@@H](CO)[C@@H]1C(=O)OC
  BioA inh = 3.0

Ordered by formula weight (largest number first): 5 of the compounds above.
C[C@H](CO)N1C[C@H](C)[C@@H](CN(C)S(=O)(=O)c2cccs2)OCCCC[C@H](C)Oc2ccc(NC(=O)Nc3ccc4c(c3)OCO4)cc2C1=O
  BioA inh = -1.1
C[C@H](CO)N1C[C@H](C)[C@H](CN(C)Cc2ccncc2)OCCCC[C@H](C)Oc2ccc(NS(=O)(=O)c3cn(C)cn3)cc2C1=O
  BioA inh = -2.8
CCC(=O)N1[C@@H]2c3ccc(/C=C/c4ccccc4)c(=O)n3C[C@@H]2[C@@H](CO)[C@@H]1C(=O)OC
  BioA inh = 3.0
CN1CCN(C(=O)C[C@@H]2C=C[C@H](NC(=O)c3ccc4c(c3)OCO4)[C@@H](CO)O2)CC1
  BioA inh = -4.2
O=C(O)C[C@@H]1C[C@@H]2c3cc(NC(=O)Nc4ccc(F)cc4)ccc3O[C@@H]2[C@H](CO)O1
  BioA inh = -2.3

(further entries)
C[C@@H]1CCCCO[C@@H](CN(C)C(=O)Nc2ccc3c(c2)OCO3)[C@H](C)CN([C@@H](C)CO)C(=O)c2cc(NC(=O)CCC(F)(F)F)ccc2O1
  BioA inh = 1.3
COc1ccccc1NC(=O)N[C@@H]1CC[C@H](CCn2cc(-c3ccccc3)nn2)O[C@@H]1CO
  BioA inh = -0.7
C[C@@H]1CN([C@H](C)CO)C(=O)c2cc(NS(=O)(=O)c3ccccc3)ccc2O[C@@H](C)CCCCO[C@@H]1CN(C)S(C)(=O)=O
  BioA inh = 0.6
O=C(C[C@@H]1C[C@H]2c3cc(NC(=O)c4ccc5c(c4)OCO5)ccc3O[C@H]2[C@@H](CO)O1)NCc1cccc(F)c1
  BioA inh = -0.1
CO[C@@H]1CN(C)C(=O)c2cc(NC(=O)C3CCC3)ccc2OC[C@H](C)N(Cc2ccncc2)C[C@@H]1C
  BioA inh = -2.7
C[C@H]1CCCCO[C@H](CN(C)CC2CCCCC2)[C@@H](C)CN([C@@H](C)CO)C(=O)c2cc(NS(C)(=O)=O)ccc2O1
  BioA inh = 4.7
C[C@H](CO)N1C[C@H](C)[C@@H](CN(C)C(=O)Nc2ccc3c(c2)OCO3)Oc2ncc(-c3cncnc3)cc2C1=O
  BioA inh = 1.9
C[C@H]1CN([C@@H](C)CO)C(=O)c2cc(-c3cccnc3)cnc2O[C@H]1CN(C)C(=O)C1CC1
  BioA inh = 1.0
COc1cccc(C(=O)N2C[C@@H]3[C@H](c4ccccc42)[C@@H](CO)N3C(=O)c2ccc(F)cc2)c1
  BioA inh = 4.3
COc1ccc(NC(=O)Nc2ccc3c(c2)C(=O)N([C@H](C)CO)C[C@@H](C)[C@H](CN(C)C(=O)NC2CCCCC2)OCCCC[C@@H](C)O3)cc1
  BioA inh = -1.5

CCCNC(=O)C[C@@H]1C[C@H]2c3cc(NC(=O)C4CCC4)ccc3O[C@H]2[C@H](CO)O1
  BioA inh = -1.1
Cc1noc(C)c1S(=O)(=O)Nc1ccc2c(c1)C(=O)N([C@@H](C)CO)C[C@@H](C)[C@@H](CN(C)Cc1ccncc1)OCCCC[C@H](C)O2
  BioA inh = 0.3
CO[C@H](CN(C)C(=O)C1CCOCC1)[C@@H](C)CN([C@@H](C)CO)S(=O)(=O)c1ccccc1
  BioA inh = 0.6
C[C@@H]1CN([C@H](C)CO)C(=O)c2cc(C#Cc3cccc(F)c3)cnc2O[C@@H]1CN(C)C(=O)C1CCOCC1
  BioA inh = 3.3
C[C@@H]1CCCCO[C@H](CN(C)CC2CC2)[C@H](C)CN([C@@H](C)CO)C(=O)c2cc(NC(=O)Nc3ccccc3)ccc2O1
  BioA inh = -0.3
Cc1noc(C)c1NC(=O)Nc1ccc2c(c1)C(=O)N([C@H](C)CO)C[C@@H](C)[C@@H](CN(C)C(=O)NC1CCCCC1)O2
  BioA inh = -3.3
Cc1ccc(S(=O)(=O)Nc2ccc3c(c2)C(=O)N([C@H](C)CO)C[C@H](C)[C@@H](CN(C)C(=O)Cc2ccccc2)OCCCC[C@@H](C)O3)cc1
  BioA inh = 0.6
CN(C)C(=O)C[C@H]1CC[C@H]2[C@H](COc3ccc(NC(=O)C4CCCCC4)cc3C(=O)N2C)O1
  BioA inh = -2.0
CC=Cc1ccc2n(c1=O)C[C@H]1[C@H](CO)[C@@H](C(=O)NCC(F)(F)F)[C@@H]2N1C(=O)C1CCC1 (mixture of isomers)
  BioA inh = 0.2
Cc1ccc(CN(C)C[C@H]2OCc3cn(nn3)CCCC(=O)N([C@@H](C)CO)C[C@H]2C)cc1
  BioA inh = -1.5

C[C@@H]1CN([C@H](C)CO)C(=O)c2cc(NC(=O)Nc3ccc(F)cc3)ccc2O[C@H]1CN(C)CC1CCCCC1
  BioA inh = -1.7
O=C(C[C@H]1C[C@H]2c3cc(NC(=O)CC4CC4)ccc3O[C@H]2[C@@H](CO)O1)NCc1cccnc1
  BioA inh = 1.4
C[C@@H]1CN([C@H](C)CO)C(=O)c2cc(NS(=O)(=O)c3cccs3)ccc2O[C@@H](C)CCCCO[C@H]1CN(C)Cc1ccccc1
  BioA inh = 0.8
Cc1ccc(NC(=O)C[C@H]2CC[C@H]3[C@@H](COc4ccc(NC(=O)C5CCC5)cc4C(=O)N3C)O2)cc1
  BioA inh = -0.9
COc1ccc(-c2cnc3c(c2)C(=O)N([C@@H](C)CO)C[C@@H](C)[C@@H](CN(C)C(=O)C2CCCCC2)O3)cc1
  BioA inh = -0.2
C[C@@H]1CN([C@H](C)CO)C(=O)Cc2cc(NC(=O)Nc3ccccc3)ccc2O[C@H]1CN(C)C(=O)NC1CCCCC1
  BioA inh = 3.7
O=C(C1CCCC1)N1C[C@H]2[C@@H](c3ccccc31)[C@@H](CO)N2C(=O)c1ccccc1
  BioA inh = -4.2
C[C@@H]1CN([C@H](C)CO)C(=O)c2cccc(NC(=O)Nc3ccccc3)c2O[C@@H]1CN(C)S(=O)(=O)c1ccc(Cl)cc1
  BioA inh = 1.9
N#C[C@@H]1[C@H](c2ccc(C3=CCCC3)cc2)[C@H](CO)N1C(=O)NC1CCCC1
  BioA inh = -0.5
CO[C@H]1CN(C)C(=O)c2cc(NC(=O)c3ccc(F)cc3)ccc2OC[C@H](C)NC[C@H]1C
  BioA inh = 0.9

COCCCNC(=O)[C@@]1(Cc2ccccc2CN=[N+]=[N-])COC(c2ccc(OCCCO)cc2)=N1
  BioA inh = -3.3
C[C@@H]1CN([C@H](C)CO)C(=O)c2cc(NS(=O)(=O)c3ccc(Cl)cc3)ccc2O[C@@H](C)CCCCO[C@@H]1CN(C)C(=O)Cc1ccccc1
  BioA inh = 0.4
Cc1ccc(S(=O)(=O)Nc2ccc3c(c2)C(=O)N([C@H](C)CO)C[C@@H](C)[C@@H](CN(C)C(=O)Nc2ccccc2)O3)cc1
  BioA inh = -0.1
COc1ccc(S(=O)(=O)Nc2ccc3c(c2)C(=O)N([C@@H](C)CO)C[C@H](C)[C@@H](CN(C)Cc2ccncc2)OCCCC[C@@H](C)O3)cc1
  BioA inh = 0.6
C[C@H]1CN([C@@H](C)CO)S(=O)(=O)c2ccc(/C=C/c3ccccc3)cc2O[C@@H]1CN(C)C(=O)NC1CCCCC1
  BioA inh = 1.2
CCCC(=O)Nc1ccc2c(c1)OC[C@H](C)N(C(=O)CC1CC1)C[C@@H](C)[C@@H](OC)CN(C)C2=O
  BioA inh = -0.7
COc1ccc(-c2ccc([C@@H]3[C@H](C#N)N(C(=O)NC(C)C)[C@H]3CO)cc2)cc1
  BioA inh = -0.4
C[C@@H]1CCCCO[C@H](CN(C)S(=O)(=O)c2ccccc2)[C@@H](C)CN([C@@H](C)CO)C(=O)c2cc(NC(=O)Nc3cccc4ccccc34)ccc2O1
  BioA inh = -3.7
C[C@H](CO)N1C[C@H](C)[C@@H](CN(C)S(=O)(=O)c2ccccc2)Oc2ccc(NS(=O)(=O)c3cn(C)cn3)cc2CC1=O
  BioA inh = -2.5
C[C@@H]1CN([C@H](C)CO)C(=O)Cc2cc(NC(=O)c3ccncc3)ccc2O[C@H]1CN(C)CC1CCCCC1
  BioA inh = 5.3

Cc1noc(C)c1S(=O)(=O)Nc1ccc2c(c1)C(=O)N([C@@H](C)CO)C[C@H](C)[C@@H](CN(C)S(=O)(=O)c1ccccc1)O2
  BioA inh = 0.6
O=C(C[C@H]1C[C@@H]2c3cc(NC(=O)C4CCOCC4)ccc3O[C@@H]2[C@H](CO)O1)NCc1cc(F)ccc1F
  BioA inh = -1.0
C[C@@H]1CN([C@H](C)CO)S(=O)(=O)c2ccc(-c3ccncc3)cc2O[C@H]1CN(C)C(=O)c1ccc2c(c1)OCO2
  BioA inh = 3.4
C[C@@H]1CN([C@@H](C)CO)C(=O)Cc2cc(NC(=O)Nc3ccc4c(c3)OCO4)ccc2O[C@H]1CN(C)Cc1ccccc1
  BioA inh = -2.4
C[C@@H]1CN([C@H](C)CO)C(=O)Cc2cc(NS(C)(=O)=O)ccc2O[C@@H]1CN(C)S(C)(=O)=O
  BioA inh = 5.6
CCS(=O)(=O)N1CCCCN2[C@@H](CO)[C@@H](c3ccc(C#Cc4ccccc4OC)cc3)[C@@H]2C1
  BioA inh = -0.3
CCC(=O)N(C)C[C@@H]1Oc2cc(C#CCOC)ccc2S(=O)(=O)N([C@@H](C)CO)C[C@@H]1C
  BioA inh = 0.5
CO[C@@H]1CN(C)C(=O)c2ccc(NC(=O)Cc3ccccc3)cc2OC[C@H](C)N(C)C[C@H]1C
  BioA inh = 1.2
C[C@H](C(=O)N(C)C[C@H]1OCc2ccccc2-c2ccccc2C(=O)N([C@H](C)CO)C[C@H]1C)c1ccccc1
  BioA inh = -0.5
O=C(Nc1ccc2c(c1)OCO2)N[C@H]1C=C[C@@H](CC(=O)N2CCN(c3ccccc3)CC2)O[C@@H]1CO
  BioA inh = 0.4

COc1ccc(S(=O)(=O)Nc2ccc3c(c2)C(=O)N([C@@H](C)CO)C[C@H](C)[C@H](CN(C)S(=O)(=O)c2ccc(Cl)cc2)OCCCC[C@H](C)O3)cc1
  BioA inh = 0.8
COc1ccc(CN(C)C[C@@H]2Oc3c(NC(=O)c4nc5ccccc5s4)cccc3C(=O)N([C@@H](C)CO)C[C@H]2C)cc1
  BioA inh = -1.5
CCC(=O)Nc1ccc2c(c1)OC[C@H](C)N(CC1CCCCC1)C[C@H](C)[C@@H](OC)CN(C)C2=O
  BioA inh = -2.2
C[C@H]1CCCCO[C@H](CN(C)C)[C@@H](C)CN([C@@H](C)CO)C(=O)c2cc(N(C)C)ccc2O1
  BioA inh = -2.6
CCCNC(=O)[C@@H]1[C@@H](CO)[C@@H]2Cn3c(ccc(-c4ccccc4F)c3=O)[C@H]1N2C(C)=O
  BioA inh = 0.3
C[C@@H]1CN([C@@H](C)CO)C(=O)c2cccc(NS(=O)(=O)c3ccc(Cl)cc3)c2O[C@H]1CN(C)S(=O)(=O)c1ccc(Cl)cc1
  BioA inh = -2.3
CC(=O)N(C)C[C@H]1Oc2ncc(C3=CCCC3)cc2C(=O)N([C@H](C)CO)C[C@@H]1C
  BioA inh = -0.7
COc1ccc(CN(C)C[C@@H]2OCCCC[C@@H](C)Oc3ccc(NC(=O)Nc4ccc(C(F)(F)F)cc4)cc3C(=O)N([C@@H](C)CO)C[C@H]2C)cc1
  BioA inh = -1.3
O=C(C[C@H]1CC[C@H](NC(=O)C2CC2)[C@@H](CO)O1)NCC1CC1
  BioA inh = 0.7
C[C@H]1CCCCO[C@H](CN(C)Cc2ccc(Cl)c(Cl)c2)[C@@H](C)CN([C@@H](C)CO)C(=O)c2cc(NC(=O)Nc3ccc(F)cc3)ccc2O1
  BioA inh = -4.0

C[C@H]1CN([C@@H](C)CO)C(=O)c2cc(-c3cccnc3)cnc2O[C@H]1CN(C)C(=O)C1CCCCC1
  BioA inh = 0.0
COc1ccccc1NC(=O)N[C@@H]1CC[C@H](CC(=O)N2CCC(Cc3ccccc3)CC2)O[C@H]1CO
  BioA inh = -1.9
COc1ccc(S(=O)(=O)Nc2ccc3c(c2)C(=O)N([C@H](C)CO)C[C@H](C)[C@@H](CN(C)S(=O)(=O)c2cn(C)cn2)OCCCC[C@@H](C)O3)cc1
  BioA inh = 8.0
Cc1ccccc1-c1cnc2c(c1)C(=O)N([C@H](C)CO)C[C@@H](C)[C@@H](CN(C)C(=O)c1ccncc1)O2
  BioA inh = -2.9
C[C@H](CO)N1C[C@H](C)[C@@H](CN(C)S(=O)(=O)c2cn(C)cn2)Oc2c(cccc2N(C)C)C1=O
  BioA inh = -1.1
C[C@@H]1CCCCO[C@H](CN(C)Cc2ccc3c(c2)OCO3)[C@H](C)CN([C@H](C)CO)C(=O)c2cc(NC(=O)Cc3ccccc3)ccc2O1
  BioA inh = -3.7
COc1ccc(CN(C)C[C@@H]2Oc3c(NC(=O)Nc4ccc(OC)cc4)cccc3C(=O)N([C@H](C)CO)C[C@@H]2C)cc1
  BioA inh = -0.8
C[C@H]1CN([C@@H](C)CO)C(=O)Cc2cc(NS(=O)(=O)c3ccc(Cl)cc3)ccc2O[C@H]1CN(C)S(=O)(=O)c1cn(C)cn1
  BioA inh = -1.0
